# BoNT A protease: BoNT A light chain protease inhibition; inhibition, % at 10 µM; actives 0.17% (n = 360,000); multiplex microsphere protease substrate cleavage, flow cytometry; note: plate controls were buffer without enzyme for full effect and enzyme alone for no effect
# PfHsp40 rescue: rescue of PfHsp40-mediated yeast toxicity; growth rescue, % at 12.5 µM; actives 0.68% (n = 340,000); S. cerevisiae expressing PfHsp40, growth rescue, ATP luminescence; in the data active = growth rescue above about 28%, passing the limit was not always enough; inconclusive = no clear call, values can overlap the other calls;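 note: yeast W303a lacking pdr1 and pdr3 grown in galactose medium; growth measured after three days at 30 °C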
# 3CLpro inhibitor: SARS-CoV 3CLpro protease inhibition. P0C6X7. recombinant SARS-CoV 3CLpro, quenched FRET peptide cleavage. inhibition, % at 6 µM. actives 0.14% (n = 290,000); in the data active = inhibition above about 12%
# Vc quorum ag: induces V. cholerae light production without autoinducers. V. cholerae BH1578 lux reporter, luminescence, 6 h. activation, % at 18.7 µM. actives 0.16% (n = 350,000). AID 588436; in the data active = activation mostly above about 9.7%, no sharp cut-off; inconclusive = no clear call, values can overlap the other calls; inactive = mostly below about 3.7%; note: not every result past the cut was called active; inactives centre near 0; reference of the scale not given here
# Anthrax LF inh2: inhibitors of Bacillus anthracis lethal factor protease; AID 588501; P15917; actives 0.12% (n = 360,000); inhibition, % at 10 µM; multiplex microsphere protease cleavage assay, LF; note: plate controls were buffer without enzyme for full effect and enzyme alone for no effect
# Target sequence (P15917 whole entry, looked up): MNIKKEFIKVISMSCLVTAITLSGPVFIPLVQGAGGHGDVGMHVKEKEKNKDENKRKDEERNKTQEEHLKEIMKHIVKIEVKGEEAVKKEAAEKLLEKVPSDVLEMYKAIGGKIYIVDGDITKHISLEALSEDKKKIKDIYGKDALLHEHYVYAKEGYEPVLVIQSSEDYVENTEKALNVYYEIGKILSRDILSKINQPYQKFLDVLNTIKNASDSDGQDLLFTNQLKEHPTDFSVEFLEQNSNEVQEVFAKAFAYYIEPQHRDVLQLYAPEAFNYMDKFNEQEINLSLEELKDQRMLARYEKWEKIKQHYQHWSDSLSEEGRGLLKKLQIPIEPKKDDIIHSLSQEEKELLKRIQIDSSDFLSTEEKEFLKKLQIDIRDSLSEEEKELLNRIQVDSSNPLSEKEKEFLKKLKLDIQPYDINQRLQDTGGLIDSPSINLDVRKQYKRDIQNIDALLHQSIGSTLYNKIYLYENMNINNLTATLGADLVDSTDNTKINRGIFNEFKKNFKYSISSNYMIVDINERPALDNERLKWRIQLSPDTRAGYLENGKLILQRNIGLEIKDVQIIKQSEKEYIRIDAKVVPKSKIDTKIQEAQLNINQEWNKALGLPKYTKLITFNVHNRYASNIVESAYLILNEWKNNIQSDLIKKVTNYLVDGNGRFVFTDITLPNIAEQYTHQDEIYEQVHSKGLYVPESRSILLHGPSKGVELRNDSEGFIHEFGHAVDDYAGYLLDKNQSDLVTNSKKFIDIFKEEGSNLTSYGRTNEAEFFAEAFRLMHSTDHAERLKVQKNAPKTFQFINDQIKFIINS
# TcdB inh: blocks C. difficile toxin B glycohydrolase activity. P18177. TcdB glycohydrolase enzymatic assay, plate reader. inhibition, % at 9.99 µM. actives 0.24% (n = 350,000); in the data active = inhibition above about 10%
# Y pestis TopoI: blocks Yersinia pestis topoisomerase I activity; Y. pestis Topo-I cleavage product accumulation, plate reader; activity, % at 10 µM; actives 0.064% (n = 360,000); AID 504884; in the data active = activity above about 50%, passing the limit was not always enough; inconclusive = no clear call, values can overlap the other calls; note: inactives centre near 2
# VHR inh abs: DUSP3 (human) phosphatase inhibition | recombinant VHR phosphatase, pNPP absorbance | inhibition, % at 13.3 µM | actives 0.52% (n = 290,000) | AID 1654; in the data active = inhibition above about 50%; note: some compounds called inactive have numbers as strong as hits
# Target sequence (P51452 whole entry, looked up): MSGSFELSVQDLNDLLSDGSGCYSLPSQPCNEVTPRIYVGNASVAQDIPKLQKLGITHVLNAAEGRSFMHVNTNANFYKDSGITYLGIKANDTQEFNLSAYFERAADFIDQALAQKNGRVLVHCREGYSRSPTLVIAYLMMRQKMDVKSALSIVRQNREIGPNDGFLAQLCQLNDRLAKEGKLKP
# PriA SSB inh: K. pneumoniae PriA-SSBct interaction inhibition; inhibition, % at 33 µM; AlphaScreen SSBct-PriA binding, biotinylated peptide; actives 0.6% (n = 430,000); in the data active = inhibition mostly above about 37%, no sharp cut-off; inactive = mostly below about 20%;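 note: plate controls were negative control peptide for no effect and reference peptide for full effect; strong numbers were not always called active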
# CCHF vOTU inh: blocks the CCHF virus ovarian tumor domain protease; CCHFV vOTU protease, Pep-AMC fluorescence; inhibition, % at 11.5 µM; actives 0.55% (n = 370,000); in the data active = inhibition above about 30%; note: 0% = vehicle wells with enzyme and 100% = no enzyme wells
# The depositor's hits bear a star; i = inactive; ? = inconclusive; nt = not tested or not shown. Cut-off read from the data, not from the text of the source, unless noted: active = inhibition above about 30%; inconclusive = no clear call, values can overlap the other calls; inactive = below that. A portion of the library. The share of hits here may be higher or lower than overall.
SMILES,BoNT A protease,PfHsp40 rescue,3CLpro inhibitor,Vc quorum ag,Anthrax LF inh2,TcdB inh,Y pestis TopoI,VHR inh abs,PriA SSB inh,CCHF vOTU inh
Cc1cc(C)nc(N(C#N)CN2C(=O)c3ccccc3C2=O)n1,-2.6,-0.7,-3.3,-0.9,-4.3,1.3,-1.1,5.5,-7.2,nt
COc1ccc(OCC(=O)N/N=C\c2ccco2)cc1,0.6,1.8,0.4,-0.3,0.5,1.1,8.0,25.9,nt,-5.1
Clc1ccc(CCNc2nc3ccccc3s2)cc1,0.1,217.4*,-2.0,i,1.6,nt,2.3,11.3,-5.7,9.4
CC1(C(=O)NS(=O)(=O)c2cccc(OC(F)F)c2)CCN1C(=O)C1CCCCC1 (stereo not given),0.4,nt,nt,-0.1,-5.6,-0.9,0.6,nt,nt,-2.9
COc1ccc(C2=Nn3c(nnc3-c3ccccc3OC)SC2)cc1OC1CCCC1,-0.8,1.6,nt,i,-2.3,nt,16.9,nt,8.7,nt
CCOc1ccc2nc(CN3CCN(Cc4ccsc4)C(CCO)C3)ccc2c1 (stereo not given),-0.7,-0.2,4.1,-4.8,-3.1,0.9,30.8,-0.4,-8.8,1.9
O=C(Nc1ccc(O)cc1)c1c(O)c2c([nH]c1=O)CCCC2,-2.5,-0.1,-2.1,-0.2,4.1,-1.8,3.4,-9.8,-6.2,-25.0
COc1ccc(NC(=O)CSc2nc3ccccc3c(=O)n2CCCO)cn1,0.2,-1.5,nt,-0.5,4.7,0.4,3.2,nt,-7.8,-8.5
Cc1ccc(CNC(=O)CNS(=O)(=O)c2ccc3c(c2)C(C)(C)C(=O)N3C)cc1,-0.2,-0.9,2.4,-0.2,-2.2,1.6,-4.3,13.4,-1.7,-3.8
CCOc1ccc2c(=O)c(Oc3ccccc3)c(C)oc2c1,-0.4,-0.1,0.8,-1.0,-1.9,nt,9.8,0.0,-12.3,10.8
CCOc1ccc(C(C(=O)NCCOC)N(CCOC)C(=O)CCC(=O)Nc2ccccn2)cc1 (stereo not given),-2.0,6.1,-13.4,-2.2,-5.4,0.4,2.8,36.3,2.5,1.7
Cc1ccc(S(=O)(=O)NNC(=O)c2cc(C)c(C)cc2N)cc1,0.5,0.8,nt,i,-9.2,1.6,0.5,nt,-0.3,-8.9
CCOC(=O)N1CCC(NC(=O)c2ccc3c(c2)N=C(C)c2c(C)ccc(C)c2S3)CC1,0.5,0.0,7.4,0.9,4.3,3.0,19.8,29.8,5.4,18.9
O=C(CCN1C(=O)C2C3C=CC(C3)C2C1=O)N1CCN(c2ccccc2Cl)CC1 (stereo not given),1.0,0.3,-5.6,i,1.4,nt,-1.7,9.7,8.1,1.7
O=C(O)c1ccc(Cl)c(N2C(=O)Nc3ccccc3N2O)c1,0.2,-0.9,1.8,i,-1.4,-0.6,3.5,8.6,3.8,8.2

# Shown bar-delimited: entries from further up
smiles | BoNT A protease | PfHsp40 rescue | 3CLpro inhibitor | Vc quorum ag | Anthrax LF inh2 | TcdB inh | Y pestis TopoI | VHR inh abs | PriA SSB inh | CCHF vOTU inh
Cc1ccc(CNC(=O)CNS(=O)(=O)c2ccc3c(c2)C(C)(C)C(=O)N3C)cc1 | -0.2 | -0.9 | 2.4 | -0.2 | -2.2 | 1.6 | -4.3 | 13.4 | -1.7 | -3.8
CCOc1ccc(C(C(=O)NCCOC)N(CCOC)C(=O)CCC(=O)Nc2ccccn2)cc1 (stereo not given) | -2.0 | 6.1 | -13.4 | -2.2 | -5.4 | 0.4 | 2.8 | 36.3 | 2.5 | 1.7
COc1ccc(OCC(=O)N/N=C\c2ccco2)cc1 | 0.6 | 1.8 | 0.4 | -0.3 | 0.5 | 1.1 | 8.0 | 25.9 | nt | -5.1

# Just TcdB inh (2 entries from above):
mol	TcdB inh
O=C(O)c1ccc(Cl)c(N2C(=O)Nc3ccccc3N2O)c1	-0.6
CCOc1ccc(C(C(=O)NCCOC)N(CCOC)C(=O)CCC(=O)Nc2ccccn2)cc1 (stereo not given)	0.4

# Carrying on.
SMILES,BoNT A protease,PfHsp40 rescue,3CLpro inhibitor,Vc quorum ag,Anthrax LF inh2,TcdB inh,Y pestis TopoI,VHR inh abs,PriA SSB inh,CCHF vOTU inh
O=C1C(Cl)=C(Nc2ccccc2O)C(=O)N1c1ccccc1,-0.3,-1.8,-2.1,i,-4.1,nt,-2.1,10.0,1.5,-28.5
Cc1ccccc1C(=O)NC(C)c1ccc2c(c1)CCCC2 (stereo not given),-0.3,4.1,1.6,nt,-1.9,nt,8.4,14.4,-14.3,18.5
Cc1cccc(NS(=O)(=O)c2cc(C(=O)OC(C)C(=O)NCc3ccc4c(c3)OCO4)ccc2C)c1 (stereo not given),0.1,1.5,11.1,-1.8,-2.6,0.8,16.3,16.9,-9.4,-5.1
COc1ccc2oc(C(=O)N(C)CCOc3ccccc3)c(C)c2c1,1.1,0.8,3.2,i,-3.2,0.8,21.3,4.7,-20.7,0.7
CC(=O)CC(=O)Nc1ccn(-c2ccccc2)n1,0.1,-1.2,-1.0,nt,0.7,nt,0.1,20.8,-4.7,-5.9
CC(=O)N1CCc2cc(S(=O)(=O)NCC(=O)NCc3ccc(Cl)cc3)ccc21,-0.3,1.4,1.9,-0.4,0.2,0.6,-7.1,1.1,-14.7,4.0
CCC1CCCCN1S(=O)(=O)c1ccc2[nH]c(=O)ccc2c1 (stereo not given),0.1,-1.5,3.3,i,-2.8,6.7,-7.6,-14.2,5.8,2.9
CNC(=S)NNC(=O)c1cn(C)nc1C,-0.2,-0.1,2.2,i,-8.1,-2.0,0.0,20.4,-4.9,-21.3
CCCC(c1nnnn1Cc1cccs1)N1CCN(C2CCCC2)CC1 (stereo not given),0.9,1.5,0.8,i,0.3,nt,8.5,-0.8,6.8,-3.5
O=[N+]([O-])c1ccc(O)c(N=Cc2sc3ccccc3c2O)c1,1.9,-0.5,-3.3,-0.2,-6.6,-0.8,3.4,11.5,-1.6,0.1
O=C(CN1CCOCC1)Nc1cc(C(F)(F)F)ccc1Cl,0.5,-0.9,6.0,0.1,-5.4,2.5,-3.3,0.5,-9.5,-0.3
CCN=C1S/C(=C\c2cn(CC(=O)NCCOC)c3ccccc23)C(=O)N1CC,0.1,1.9,3.4,-0.3,-7.2,2.2,1.5,15.1,-6.5,10.5
COc1ccc(Cl)cc1N1C(=O)C2CCCN2C1c1ccc(F)cc1 (stereo not given),-0.2,-1.2,3.6,i,-2.9,0.1,-8.2,4.0,-6.0,-0.6
COC(=O)c1cc(S(=O)(=O)Nc2ccsc2C(=O)OC)oc1C,-7.8,0.1,2.7,i,3.5,0.6,-0.8,28.6,-3.7,0.6
CSc1nnc2ccc(-c3ccccn3)nn12,-0.5,1.7,2.7,-2.0,0.4,0.6,10.9,22.5,5.9,-9.3
CC(Cc1nnc(SCC(=O)O)n1N)c1ccccc1 (stereo not given),3.1,-1.8,3.6,-0.3,-1.6,1.6,3.8,-5.3,-4.4,-9.7
Cc1nc2cc(-c3cccs3)nn2c(NCC(C)(C)CN(C)C)c1C,-0.5,-0.5,-3.0,-0.2,-1.0,1.5,0.1,7.8,7.9,1.7
Nc1cc(OC(=O)c2cccs2)nn1S(=O)(=O)c1ccc(F)cc1,1.0,0.2,-2.0,i,-1.8,nt,-7.2,15.4,-7.1,-2.8
COc1ccc(-n2nc(C(=O)N3CCCCC3)c(C)c(C#N)c2=O)cc1,0.8,1.0,0.8,i,-1.0,0.5,2.6,19.0,-10.7,-6.9
NC(=S)N/N=C/c1ccc(-n2nncc2-c2ccc(Cl)cc2)cc1,2.5,1.8,2.1,-0.5,0.5,nt,19.3,-17.1,nt,nt
O=C1CC(c2ccco2)CC(O)=C1C=NCCN1CCNCC1 (stereo not given),0.7,?,-3.6,-0.2,-3.3,nt,7.2,-13.3,3.1,-8.6
COc1ccc(Cn2c(=S)[nH]c3ccsc3c2=O)cc1,-0.1,-0.3,-1.3,3.7,-0.3,nt,-5.6,7.4,-8.9,-16.9
CCNC(=O)C1CCCN(C(=O)c2ccc3c(c2)OCO3)CC1 (stereo not given),-0.1,nt,nt,-1.1,-5.8,-1.0,6.8,nt,nt,-13.6
CCOc1ccc(NC(=O)CN(C)C(=O)Cc2n[nH]c(=O)c3ccccc23)cc1OCC,0.7,-0.7,nt,i,3.4,0.0,-10.8,nt,-21.3,-10.2
O=C(NCc1ccccc1F)C1CC(=O)N(Cc2ccco2)C1 (stereo not given),0.1,nt,nt,-0.8,1.7,1.8,-3.6,nt,nt,-6.5
CCCNC(=O)c1cc(C2CCCN(C(=O)c3cc(F)ccc3C)C2)on1 (stereo not given),0.5,nt,nt,-0.4,-3.9,-1.8,-5.7,nt,nt,11.7
Cc1nc(C(F)(F)F)ccc1C(=O)N1CCC1(C)C(=O)NS(=O)(=O)c1ccc(C(C)(C)C)cc1 (stereo not given),-0.8,nt,nt,i,-9.4,-0.8,1.8,nt,nt,15.6
COc1ccc(/C=C/C(=O)NC2CCCCCC2)cc1S(=O)(=O)N1CCOCC1,-0.3,1.4,3.0,i,1.3,1.4,0.3,-10.1,-11.1,-5.0
COC(=O)c1cc(C#N)c(OC)nc1C,0.0,0.4,2.0,i,-1.5,0.6,4.9,33.3,-3.6,9.6
CCOC(=O)C1CCN(CCC(=O)Nc2cccc(C)c2)CC1,-0.4,-2.1,3.5,i,-1.6,1.8,2.2,-18.7,3.8,-15.6
COc1ccc(-c2csc(NCCc3nc4cc(Cl)c(N5CCCCC5)cc4n3CCOCCO)n2)cc1,-1.8,-0.8,nt,-0.4,-5.1,0.8,-7.5,nt,17.6,9.1
Cc1ccc(CCNC(=O)c2nnn(-c3cccc(C)c3)c2N)cc1,0.6,1.1,6.0,i,-14.0,nt,13.2,-9.0,-4.4,-1.7
NC(=O)COC(=O)c1cc([N+](=O)[O-])ccc1NCCO,-0.4,-1.0,-0.2,-0.6,0.1,1.6,0.1,9.6,4.9,3.9
CC1(C)CC(N2CN(C3CCCCC3)CC2=O)CC(C)(C)N1,0.5,-1.8,1.1,-3.4,1.6,nt,2.8,33.3,-5.1,-1.0
COc1ccc(N2CC(C(=O)OCC(=O)Nc3cccc(C)c3C)CC2=O)cc1 (stereo not given),0.2,-2.7,1.1,-0.4,-2.0,0.4,-3.1,-52.2,-5.6,3.1
COc1ccc(N(CC(=O)NC2CCCC2)C(=O)Cn2nnc(-c3ccc(C)o3)n2)c(OC)c1,-1.7,1.0,-4.1,-0.3,-0.5,0.7,11.2,25.2,-2.3,6.2
CCCCN(C(=O)C(C)N1C(=O)c2ccccc2C1=O)c1c(N)n(CC(C)C)c(=O)[nH]c1=O (stereo not given),-0.3,0.6,nt,i,2.4,-1.4,6.5,nt,-6.2,4.9
Cc1nc(C(=O)Nc2cc(Cl)ccc2Cl)nn1-c1cc(OC(C)C)c(Cl)cc1Cl,-0.6,-0.9,-6.8,i,-1.0,nt,-5.9,9.7,-2.6,8.3
Cc1ccc(C2C(C=Nc3c(C)n(C)n(-c4ccccc4)c3=O)=C(c3ccccc3)Oc3ccccc32)cc1 (stereo not given),-0.1,-0.1,1.8,-0.4,-4.6,0.8,5.1,8.2,-18.6,9.1
C/C(CC(=O)NCc1ccco1)=N\NC(=O)COc1ccc(Cl)cc1Cl,-0.6,-2.0,10.1,i,-0.6,0.8,-1.4,-0.9,nt,0.9
Cc1nc(Nc2ccc(C(=O)O)cc2)sc1-c1ccccc1,-0.5,3.4,-4.2,-0.2,-1.6,1.0,-2.1,17.5,2.0,8.7
N#Cc1ccccc1NC(=O)COC(=O)c1c[nH]c2ccccc12,nt,-0.2,nt,-0.9,nt,0.9,0.1,nt,2.1,5.9
CCOC(=O)Nc1ccc2nc(N3CCCCCC3)sc2c1,0.5,1.0,-3.8,i,-6.8,0.5,16.6,6.9,2.2,7.6
CCn1cc(Cl)c(C(=O)Nc2nc3ccccc3n2CCN2CCCCC2)n1,-0.4,-0.1,-0.7,nt,8.8,1.9,4.0,45.9,-6.9,2.4

# Source: PubChem
